# MOR-DOR inv ag: mu-delta opioid heterodimer inverse agonism. cell-based MOR-DOR heterodimer luminescence. inhibition, % at 9.3 µM. AID 504357. 340,000 tested, 0.21% active. P35372+P41143; in the data active = inhibition above about 22%, passing the limit was not always enough;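 note: 0% = cells with DMSO and 100% = wells without cells with DMSO; values of inactives mirror those of a sister screen read the other way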
# RTF Ca sens act: increases calcium sensitivity of human cardiac regulated thin filaments. P19429+P45379. IANBD-labeled TnC RTF fluorescence at EC20 calcium; 0% EC20 calcium, 100% full calcium. activation, % at 7.2 µM. 340,000 tested, 0.24% active. AID 493008;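 active = activation above the mean over all tested compounds plus 3 SD, cut at about 30% in these data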;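 note: rise in fluorescence read as greater calcium sensitivity of cardiac thin filaments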
# V-ATPase pHluor: regulators of yeast V-ATPase proton transport | S. cerevisiae, pHLuorin cytosolic pH fluorescence | response, % at 10 µM | 350,000 tested, 0.37% active; in the data active = response mostly above about 7.3%, no sharp cut-off; inactive = mostly below about 5.4%; note: actives read high; inactives centre near 0; some compounds called inactive have numbers as strong as hits; reference of the scale not given here
# Cardiac RTF inh: cardiac RTF calcium desensitization; AID 493244; 340,000 tested, 0.12% active; inhibition, % at 7.15 µM; P19429+P45379; IANBD-labeled cardiac RTF, Ca2+ fluorescence;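 active = inhibition above the mean inhibition of all tested compounds plus 3 SD, cut at about 17% in these data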;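 note: assay run at fixed EC70 calcium of 1.6 mM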
# Wnt bcat act: activators of Wnt/beta-catenin signaling; Wnt/beta-catenin reporter cell assay, activator, plate reader; activation, % at 9.35 µM; 300,000 tested, 1.2% active; in the data active = activation above about 30%, passing the limit was not always enough;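 note: 0% = neutral control wells and 100% = positive control wells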
# LANA DNA inh: inhibitors of KSHV LANA C-terminal domain DNA binding; MBP-C-LANA/FAM-LBS DNA binding, fluorescence polarization; inhibition, % at 9 µM; 340,000 tested, 0.078% active; AID 504423;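 active = highest replicate inhibition at or above 60% at 9 µM, even if other replicates fall short; inactive = all replicates below 60% inhibition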;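 note: 0% = neutral control wells and 100% = 4 µM acridine orange control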
# Keap1 Nrf2 FP: inhibitors of human Keap1-Nrf2 protein-protein interaction; inhibition, % at 9.4 µM; Keap1 Kelch-Nrf2 peptide fluorescence polarization, 1536-well; 340,000 tested, 0.15% active; Q14145; in the data active = inhibition above about 12%;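 note: human Keap1 Kelch domain with fluorescein labeled Nrf2 9mer peptide probe; 0% = neutral control wells and 100% = peptide positive control; higher means more block of Keap1 binding to Nrf2 peptide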
# Arr AP2 block: human beta-arrestin and AP2 interaction inhibition | inhibition, % at 10 µM | 340,000 tested, 0.31% active | FITC-arrestin peptide / GST-AP2 beads, flow cytometry; AP2 beta2 appendage carries R879A mutation | AID 504490;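 active = inhibition above a set limit, near 3 SD of compounds lacking own fluorescence, cut at about 54% in these data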;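 note: plate controls were DMSO wells for no effect and 5 µM unlabelled arrestin peptide for full effect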
#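 System: GST-AP2 R879A glutathione beads | Also added: FITC-arrestin peptide, 50 nM | Times: 12 min plus 1 h, RT | Signal: Bead flow cytometry, FITC channel | Buffer or medium: PBS with 0.05% Tween 20 and 0.1% BSA | Read-out basis: Percent drop in bead-associated FITC signal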
# Pemphigus Ab inh: inhibitors of pemphigus antibody binding to human desmoglein-3 | P32926 | DSG3-coupled beads, scFv-anti-DSG3-GFP binding, flow cytometry; hits give low values | binding (percent of control), % at 10 µM | 310,000 tested, 0.48% active | AID 588358;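 active = binding more than 3 SD below its plate's average and above zero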;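 note: hits lower antibody fragment binding to DSG3; some compounds called inactive have numbers as strong as hits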
# Target sequence (P32926 whole entry, looked up, the tested form may be a part): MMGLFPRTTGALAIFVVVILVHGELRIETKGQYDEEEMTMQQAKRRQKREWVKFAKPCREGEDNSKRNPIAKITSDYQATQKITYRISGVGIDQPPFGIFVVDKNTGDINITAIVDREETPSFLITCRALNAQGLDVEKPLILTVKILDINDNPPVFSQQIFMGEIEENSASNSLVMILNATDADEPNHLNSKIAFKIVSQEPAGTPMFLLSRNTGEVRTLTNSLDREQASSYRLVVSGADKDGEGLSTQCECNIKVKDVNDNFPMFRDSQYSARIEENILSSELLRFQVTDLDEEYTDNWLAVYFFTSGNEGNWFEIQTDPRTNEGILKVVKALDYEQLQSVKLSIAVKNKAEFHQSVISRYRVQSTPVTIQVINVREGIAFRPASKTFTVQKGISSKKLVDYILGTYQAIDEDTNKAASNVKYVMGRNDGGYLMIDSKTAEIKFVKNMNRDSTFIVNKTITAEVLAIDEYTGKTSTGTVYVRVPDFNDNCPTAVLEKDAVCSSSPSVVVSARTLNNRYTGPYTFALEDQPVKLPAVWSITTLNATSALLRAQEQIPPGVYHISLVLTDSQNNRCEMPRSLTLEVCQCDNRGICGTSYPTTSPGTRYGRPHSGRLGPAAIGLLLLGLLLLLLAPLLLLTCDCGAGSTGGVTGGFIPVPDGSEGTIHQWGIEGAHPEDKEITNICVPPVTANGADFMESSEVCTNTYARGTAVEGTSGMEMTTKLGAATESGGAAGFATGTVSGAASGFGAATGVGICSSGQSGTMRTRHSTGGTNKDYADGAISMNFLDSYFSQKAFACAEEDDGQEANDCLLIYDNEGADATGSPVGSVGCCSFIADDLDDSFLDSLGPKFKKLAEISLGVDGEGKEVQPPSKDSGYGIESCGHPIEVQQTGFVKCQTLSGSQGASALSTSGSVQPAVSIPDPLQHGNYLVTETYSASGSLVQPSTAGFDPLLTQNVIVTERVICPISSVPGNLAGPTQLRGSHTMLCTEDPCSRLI
# OPRM1-OPRD1 ag: OPRM1-OPRD1 heterodimerization agonism. cells, luminescence. activation, % at 9.3 µM. 340,000 tested, 0.3% active; in the data active = activation above about 18%;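 note: 0% = vehicle-treated cells and 100% = reference agonist; values of inactives mirror those of a sister screen read the other way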
# The depositor's hits bear a star; . = no result given. Compounds as they come; about 3.1% have a hit in one of these screens.
SMILES,MOR-DOR inv ag,RTF Ca sens act,V-ATPase pHluor,Cardiac RTF inh,Wnt bcat act,LANA DNA inh,Keap1 Nrf2 FP,Arr AP2 block,Pemphigus Ab inh,OPRM1-OPRD1 ag
CCOc1ncccc1C(=O)OCC(=O)N1CCN(S(=O)(=O)c2ccc(Cl)cc2)CC1,-7,-7,3,0,.,0.5,-4,-1,.,1.1
CCCOc1ccc(C(=O)NNC(=O)c2cccc(S(=O)(=O)N3CCN(C(C)=O)CC3)c2)cc1OC,3,-5,0,-3,-2,1.4,-3,-16,102,-0.5
COc1ccc(NC(=O)NC(=O)c2cc(OCC(F)(F)F)ccc2OCC(F)(F)F)cc1,-14,-5,0,1,2,-0.6,-2,26,97,2.6
COC(=O)C1CCN(C(=O)c2cc3ccccc3oc2=O)CC1,3,-4,-1,-8,.,7.8,2,43,104,-0.5
Cn1cccc1Cc1nnc(SCC(=O)N2CCOCC2)n1-c1ccc(F)cc1,7,8,-3,-1,-3,-1.1,2,5,108,-1.3
CC(OC(=O)CCN=C1NS(=O)(=O)c2ccccc21)C(=O)N(C)c1ccccc1 (centres undefined),6,12,-2,-14,2,-0.5,-1,-5,104,-0.9
CC(=O)Nc1ccccc1C(=O)N1CC2(C)CC1CC(C)(C)C2 (centres undefined),4,7,1,-18,.,0.7,-1,15,106,-0.8
CCCCNC(=S)N1CCn2cccc2C1c1ccccc1 (centres undefined),-6,4,0,-2,-4,-1.4,-5,-10,103,1.1
Cc1cccc2cc(C#N)c(NCCNC(=O)NC3CCCCC3)nc12,5,8,-3,0,1,0.0,-1,21,.,-0.9
Cc1cc(NC(=O)COC(=O)C2CCCN2C(=O)c2cccs2)no1 (centres undefined),-1,3,7,-12,-2,1.6,2,16,105,0.2
COCCCNC(=O)c1sc2ncnc(N3CCc4ccccc4C3)c2c1C,-13,1,7,1,.,-0.8,-1,7,100,2.4
CCOc1ncccc1C(=O)OCc1cc(=O)oc2c(C)c(C)ccc12,7,3,4,-4,1,3.8,0,20,103,-1.4
CCO[C@H]1OC(C(=O)Nc2ccccc2)=C[C@@H](c2csc3ccccc23)[C@@H]1CCCO,-11,7,1,6,0,2.1,-7,1,101,2.0
CCN1CCN(C(=O)c2cccc(OC3CCN(S(=O)(=O)N(C)C)CC3)c2)CC1,16,-6,0,11,5,0.4,2,-10,105,-2.9
CCOc1ccc(S(=O)(=O)NCCC(=O)NCC(c2ccc(OC)cc2)N2CCCCC2)cc1 (centres undefined),8,6,8,3,-2,2.5,4,-8,99,-1.4
CCc1nn2c(=O)cc(CSc3nc(C)cc(=O)[nH]3)nc2s1,14,4,7,-3,-3,-0.1,-8,7,102,-2.3
O=C1C=CC2C3C(=O)N(c4ccccc4)C(=O)C3C1N2Cc1ccccc1 (centres undefined),17,1,-1,-4,-6,0.5,-45,4,87,-3.4
CC(=O)Nc1ccc(SCC(=O)c2cc(C)n(-c3ccccc3F)c2C)cc1,0,3,1,1,-11,1.7,-1,-4,114,-0.1
Cn1cnc([N+](=O)[O-])c1Oc1cccc2ccccc12,-2,6,-1,-5,.,-1.1,-7,-7,72,0.4
CCCCOc1ccc([N+](=O)[O-])cc1C(=O)O,8,1,1,-3,-3,-0.4,7,18,101,-1.6
Cc1oc(-c2cccs2)nc1CNC[C@H]1O[C@@H](n2cnc3c(N)ncnc32)[C@H](O)[C@@H]1O,1,-2,-4,-7,0,1.4,-5,20,95,-0.3
CC(C)(C)CN1CCC(n2nccc2NC(=O)c2ccccc2Cl)CC1,9,1,4,-1,-1,-0.2,-2,3,101,-1.6
C/C(=N\Nc1ccc(S(=O)(=O)N2CCCCC2)cn1)c1ccc(O)cc1,13,0,2,7,-13,2.2,1,21,101,-3.1
O=C1N=C(N2CCc3ccccc3C2)S/C1=C\c1ccc(O)cc1,15,-5,-2,-4,-1,-0.7,-2,-3,98,-3.0
NS(=O)(=O)c1cccc(NC(=O)CN2CCCc3ccccc32)c1,5,1,0,-1,-1,-0.1,2,-21,101,-1.0
# (more compounds)
SMILES,MOR-DOR inv ag,RTF Ca sens act,V-ATPase pHluor,Cardiac RTF inh,Wnt bcat act,LANA DNA inh,Keap1 Nrf2 FP,Arr AP2 block,Pemphigus Ab inh,OPRM1-OPRD1 ag
COc1ccc(C(=O)c2cccc(C(=O)c3ccc(OC)c(C)c3)c2)cc1C,15,4,-5,-1,-5,0.0,-2,16,95,-2.9
CCN(CC)S(=O)(=O)c1ccc(C)c(NC(=S)NNC(=O)C2CC2)c1,13,5,0,-5,-3,0.2,1,3,99,-2.5
Cc1cc2[nH]c(=O)c(=O)[nH]c2cc1S(=O)(=O)Nc1cccc(F)c1,17,1,-3,-1,-1,-1.2,-6,1,99,-3.5
Cc1noc(C)c1COc1ccc(C(=O)OCC(=O)N2CC(=O)Nc3ccccc32)cc1,-2,2,0,-7,.,-0.4,0,-5,103,0.4
C/C(=N/Nc1ccccc1C(=O)O)c1cccs1,6,-1,-1,-5,0,.,74*,2,100,-1.2
CC(C)Cn1c(-c2csc(C(C)C)c2)n[nH]c1=S,.,.,0,.,1,5.2,-4,3,108,.
CN=C1c2cc3c(Br)c(OC)ccc3n2CCN1C,3,-3,1,-3,-1,-2.7,-1,-7,106,-0.6
CCN1CCCC1CNC(=O)Cn1nc(C)n2c(cc3cc(F)ccc32)c1=O (centres undefined),16,0,1,-5,-1,-0.9,0,14,104,-3.2
CCCCNS(=O)(=O)c1ccc2nc(-c3cccnc3)cc(C(=O)NCCOC)c2c1,12,5,-3,-3,1,-1.2,-1,16,104,-2.4
Cc1cc(-c2nnnn2-c2ccc(C(F)(F)F)cc2)no1,7,9,2,-5,3,-0.8,1,-3,110,-1.3
O=C(CNS(=O)(=O)c1ccc(Br)cc1)Nc1ccc2c(c1)OCCO2,15,0,-1,2,1,-1.2,-8,0,112,-4.6
CN1CCN(S(=O)(=O)c2cccc(S(=O)(=O)c3ccc(Cl)c(Cl)c3)c2)CC1,1,-2,1,-8,.,-0.9,-5,0,108,-0.2
O=C(c1ccco1)N1CCN(S(=O)(=O)c2ccc(Cl)cc2)CC1,12,-4,2,-14,-1,-1.4,0,1,116,-2.3
CCOC(=O)N1CCN(CCC(=O)Nc2cccc(Cl)c2C)CC1,1,-6,-6,6,-1,2.1,-5,1,108,-0.2
CCCn1c(SCC(=O)Nc2ccc(NC(=O)CC)cc2)nc2c1c(=O)n(C)c(=O)n2C,-6,-7,-3,-1,-4,-1.7,-1,30,100,0.7
O=C(Nc1cccc(Cl)c1)C1C2C=CC3(O2)C1C(=O)N(CCCN1CCCCC1)C3C(=O)NC1CCCCC1 (centres undefined),-8,-2,-2,9,0,-0.1,4,16,.,1.1
CCCCN1CC(=O)N2[C@H]3c4cc(C)ccc4OC[C@@H]3[C@H](C(=O)OCC)[C@]2(C)C1=O,17,2,-3,-11,-2,1.9,-2,-5,108,-3.7
C=CCn1c(COc2ccccc2)nnc1SC(C)C(=O)N/N=C/c1cc(Cl)ccc1O (centres undefined),-62,-1,4,-3,-7,-0.1,-2,1,101,12
C/C=C/C(=O)Nc1ccccc1Br,13,5,6,0,-2,0.1,-1,39,109,-2.3
CCc1ccccc1NC1c2ccccc2C(=O)N1Cc1ccco1 (centres undefined),-21,2,1,1,0,0.6,-3,7,102,3.6
CCOc1ccc(NC(=O)CN(C)S(=O)(=O)c2cccs2)cc1,13,3,1,-9,.,1.8,-6,-11,105,-2.3
CC(=O)n1nc(-c2ccc(C)cc2)nc1NCc1ccc(F)cc1,-10,4,-1,-5,20,-1.8,4,26,106,2.0
Cc1ccc(C(CC(=O)N2CCOCC2)c2ccco2)cc1 (centres undefined),-12,2,-5,2,-2,-0.5,-4,29,.,1.9
CCOC(=O)C(CC)Sc1ccc2nnc(-c3cccnc3)n2n1 (centres undefined),22,4,1,6,-1,-1.6,-3,0,84,-4.8
CC(=O)c1ccc(N2CCN(C(=O)C3CCCN(c4ncnc5c4nc4n5CCCCC4)C3)CC2)cc1 (centres undefined),10,-4,0,-4,0,0.3,-1,-6,.,-2.0

# A run of entries from the list above:
SMILES,MOR-DOR inv ag,RTF Ca sens act,V-ATPase pHluor,Cardiac RTF inh,Wnt bcat act,LANA DNA inh,Keap1 Nrf2 FP,Arr AP2 block,Pemphigus Ab inh,OPRM1-OPRD1 ag
C/C=C/C(=O)Nc1ccccc1Br,13,5,6,0,-2,0.1,-1,39,109,-2.3
CCc1ccccc1NC1c2ccccc2C(=O)N1Cc1ccco1 (centres undefined),-21,2,1,1,0,0.6,-3,7,102,3.6
CCOc1ccc(NC(=O)CN(C)S(=O)(=O)c2cccs2)cc1,13,3,1,-9,.,1.8,-6,-11,105,-2.3

# (more compounds)
SMILES,MOR-DOR inv ag,RTF Ca sens act,V-ATPase pHluor,Cardiac RTF inh,Wnt bcat act,LANA DNA inh,Keap1 Nrf2 FP,Arr AP2 block,Pemphigus Ab inh,OPRM1-OPRD1 ag
CN(C)N1C(N)=C(C#N)C(c2ccc(Br)cc2)C2=C1CC(C)(C)CC2=O (centres undefined),8,-5,1,-20,1,3.3,7,22,90,-1.6
COc1ccc(CN(C)C(=O)c2ccncc2)c(OC)c1,3,-5,2,1,-4,0.1,-5,-5,.,-0.6
CCCCc1ccc(-c2csc(/C(C#N)=C\c3ccco3)n2)cc1,9,3,-3,-3,1,-0.9,-10,7,88,-1.4
CC1CC(C)CN(c2nc(N(C)c3ccccc3)nc(N)c2[N+](=O)[O-])C1 (centres undefined),-11,1,-2,-3,4,-0.9,5,33,116,2.2
COc1ccccc1-n1cnnc1SC(C)C(=O)NCC1CCCO1 (centres undefined),9,-2,-1,-4,4,1.2,0,-10,101,-1.8
CN=c1sc(C(=O)Nc2cccc(Cl)c2)cc(=O)n1C,-5,4,-9,-6,.,-2.5,-2,7,.,1.0
CCOC(=O)C(=O)NN=C(c1ccccc1)c1ccccc1,11,3,-1,5,1,0.8,-5,-1,111,-2.2
CC(=O)c1cn(CC(=O)NCC2CCCO2)c2ccccc12 (centres undefined),11,-11,-2,3,-2,-0.6,-1,5,104,-2.0
Cc1ccc(C)c(NC(=O)C2C3C=CC(O3)C2C(=O)O)c1 (centres undefined),3,-1,-4,0,-3,-0.2,-3,10,115,-0.7
NC(=O)c1cc(C(N)=O)nc(Cl)n1,16,-1,-3,-8,1,2.0,-3,9,89,-3.1
COc1ccc(CCC(=O)NCc2ccccc2OC)cc1,-1,1,1,-4,0,-0.3,-3,12,101,0.2
Cc1nc(NC(=O)/C=C/c2ccccc2)sc1C(=O)N(C)C,2,3,-1,2,.,0.9,-6,22,95,-0.3
COC(=O)c1sccc1NC(=O)CN(C)NS(=O)(=O)c1ccc(F)cc1,22,-2,-2,4,.,-1.1,0,17,.,-3.6
CSc1sc(C(=O)NCC2CC2)cc1S(=O)(=O)C(C)C,2,-6,-3,3,4,-0.4,-1,5,117,-0.3
CSc1nsc(NC(=O)OCc2ccc(Cl)cc2)n1,11,-1,2,-4,0,-1.2,-4,-1,101,-2.4
COc1ccc(N2CC(C(=O)OCC(=O)c3cccc(OC)c3)CC2=O)cc1 (centres undefined),21,2,-2,-7,.,-1.0,0,-7,.,-4.2
O=S(=O)(CCS(=O)(=O)c1ccccc1)c1ccccc1,18,-2,-1,-1,-2,1.4,-2,-9,125,-3.6
